# SR-BI DiI-HDL act – SR-BI HDL lipid transfer activation | activation, % at 12.5 µM | 320,000 tested, 0.096% active | CHO ldlA[mSR-BI] cells, DiI-HDL uptake fluorescence, 3 h; 100 = double the neutral-control signal;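 active means mean replicate activation of at least 60% and every replicate at or above 60%; inconclusive means mean or all-replicate condition met, but not both; inactive means mean below 60% and not all replicates reaching 60%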;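 further: 0% = median plate neutral-control signal and 100% = twice that signal; values of inactives mirror those of a sister screen read the other way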
#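 material = CHO ldlA[mSR-BI] cells | medium = Ham's F12 with 0.5% BSA, HEPES 25 mM, pH 7.4 | reagent = fluorescent DiI-HDL, 10 µg/mL final | compound dosing = single-point compound dose | incubation = 3 h, 37 °C | measured by = bottom-read fluorescence, 550/595 nm | measure = HDL uptake via cellular fluorescence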
# PfHsp90 yeast 2 – growth inhibition of yeast expressing Plasmodium Hsp90; S. cerevisiae expressing PfHsp90, BacTiter-Glo ATP, 48 h; yeast lacking PDR1 and PDR3 efflux regulators; inhibition, % at 9.4 µM; 310,000 tested, 0.32% active;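 active means every replicate shows inhibition above about 80%, whatever the replicate mean, limit read from the data; inconclusive means mean inhibition reaches the set limit but some replicate falls short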;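 further: 0% = DMSO neutral controls and 100% = 20 µM radicicol positive controls; yeast relying on Plasmodium falciparum Hsp90 in place of its own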
# Rtt109 HAT inh – C. albicans Rtt109 histone acetyltransferase inhibition; Q5AAJ8; purified Rtt109/Vps75, ThioGlo CoA-SH fluorescence, 4 h; inhibition, % at 34.9 µM; 330,000 tested, 0.16% active;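 active means inhibition of at least 50% in every replicate; inconclusive means best replicate reaches 50% inhibition but some replicates fall short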
# Target sequence (Q5AAJ8 whole entry, looked up): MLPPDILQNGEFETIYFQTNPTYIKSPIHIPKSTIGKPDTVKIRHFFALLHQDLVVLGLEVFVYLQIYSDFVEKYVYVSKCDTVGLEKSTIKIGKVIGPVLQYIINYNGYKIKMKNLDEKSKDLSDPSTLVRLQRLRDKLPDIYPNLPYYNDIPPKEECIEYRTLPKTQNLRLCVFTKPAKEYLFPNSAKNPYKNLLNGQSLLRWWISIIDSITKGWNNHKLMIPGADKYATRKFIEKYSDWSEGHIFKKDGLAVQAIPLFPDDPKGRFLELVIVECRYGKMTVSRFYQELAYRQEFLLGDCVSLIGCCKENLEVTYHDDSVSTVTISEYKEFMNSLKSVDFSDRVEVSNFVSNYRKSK
# CAL PDZ FP-1 – blocks peptide binding to the human CAL PDZ domain; inhibition, % at 24.9 µM; 300,000 tested, 0.92% active; purified CAL PDZ, TMR-peptide fluorescence polarization, 1 h; Q9HD26; AID 602252;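 active means mean inhibition of at least 30% with at least half of replicates also reaching 30%; inconclusive means no clear call, values can overlap the other calls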;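 further: 0% = DMSO neutral control and 100% = excess unlabeled competitor peptide PRC23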
# MITF act – MITF TRPM1 promoter activation in melanoma cells; SK-MEL-5 TRPM1-promoter luciferase, 24 h; % of positive control, neutral wells = 0; 300,000 tested, 0.75% active; activation, % at 12.5 µM; AID 588334;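 active means mean activation of at least 80% with every replicate also reaching 80%; inconclusive means mean reaches 80% but some replicate falls short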;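 further: 0% = neutral control wells and 100% = parthenolide positive control wells; values of inactives mirror those of a sister screen read the other way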
# dFosB activator – mouse delta FosB homodimer activation; purified delta FosB, TAMRA-CDK5 oligo fluorescence polarization; percent of positive-control signal above neutral wells; 340,000 tested, 0.99% active; AID 493131; P13346; activation, % at 25 µM;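 active means mean activation above about 17%, with every replicate also reaching it, limit read from the data, passing the limit was not always enough; inconclusive means only one of the two conditions met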;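 further: fluorescence polarization rise as delta FosB binds a TAMRA Cdk5 AP-1 oligo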
# NSD2 inh – blocks human histone methyltransferase NSD2; O96028; NSD2 peptide methylation, AlphaScreen, 120 min; inhibition, % at 12.5 µM; 310,000 tested, 0.54% active; in the data active means inhibition above about 50%
# SR-BI HDL uptake – mouse SR-BI HDL lipid transfer inhibition. inhibition, % at 12.5 µM. 320,000 tested, 0.96% active. ldlA[mSR-BI] CHO cells, DiI-HDL uptake fluorescence, 3 h;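 active means mean replicate inhibition of at least 70% and a set share of replicates each scoring 70 or more; inconclusive means meets just one of the two criteria; inactive means fails both criteria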;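 further: 0% = median of neutral control wells and 100% = median of positive control wells; values of inactives mirror those of a sister screen read the other way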
# Target sequence (Q61009 whole entry, looked up): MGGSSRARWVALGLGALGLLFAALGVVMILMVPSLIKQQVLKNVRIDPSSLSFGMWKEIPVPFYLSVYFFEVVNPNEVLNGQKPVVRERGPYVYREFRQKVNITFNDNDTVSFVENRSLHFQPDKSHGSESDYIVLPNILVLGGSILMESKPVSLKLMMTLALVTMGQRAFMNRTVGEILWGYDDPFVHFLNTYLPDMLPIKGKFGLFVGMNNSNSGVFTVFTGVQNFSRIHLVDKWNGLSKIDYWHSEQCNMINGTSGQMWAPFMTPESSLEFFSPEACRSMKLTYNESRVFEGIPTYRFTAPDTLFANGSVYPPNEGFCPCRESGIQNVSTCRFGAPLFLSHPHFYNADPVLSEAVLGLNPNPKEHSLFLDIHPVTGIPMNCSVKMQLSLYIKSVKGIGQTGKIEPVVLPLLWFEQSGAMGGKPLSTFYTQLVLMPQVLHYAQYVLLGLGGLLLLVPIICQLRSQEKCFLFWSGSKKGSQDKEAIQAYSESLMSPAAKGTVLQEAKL
# CAL PDZ FP-2 – human CAL PDZ-peptide interaction inhibition; purified CAL PDZ, TMR-peptide fluorescence polarization, 1 h; 330,000 tested, 0.02% active; AID 504414; inhibition, % at 20 µM;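 active means highest replicate inhibition of at least 40%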;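 further: plate controls were DMSO neutral control wells for no effect and unlabeled competitor peptide control wells for full effect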
#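 material = purified tagged CAL PDZ domain construct (CerCALP) | compound dosing = 20 µM, one dose | times = 1 h at RT | measured by = fluorescence polarization from S- and P-plane intensities, G-factor corrected | read-out = inhibition from polarization loss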
# PvdQ inh – blocks Pseudomonas aeruginosa PvdQ acylase activity; purified PvdQ acylase, fluorescence plate reader; 340,000 tested, 0.063% active; AID 488965; inhibition, % at 10 µM; in the data active means inhibition above about 30%, passing the limit was not always enough; inconclusive means no clear call, values can overlap the other calls;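 further: 0% = vehicle neutral wells and 100% = reference inhibitor wells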
# * hit, by the source's call; ? = inconclusive; . = not tested or not shown.
SMILES,SR-BI DiI-HDL act,PfHsp90 yeast 2,Rtt109 HAT inh,CAL PDZ FP-1,MITF act,dFosB activator,NSD2 inh,SR-BI HDL uptake,CAL PDZ FP-2,PvdQ inh
CC1(C)CC(=O)C2=C(C1)OC(/N=C/N1CCCC1)=C(C#N)C2c1ccccc1 (stereo unspecified),33,-34,-6,-33,-14,-6,-1,-33,-1.6,-19
CC(/C=N/NC(=O)c1cc(-c2cccnc2)nc2c1c(C)nn2-c1ccccc1)=C\c1ccccc1,.,-1,-11,4,0,3,1,.,-0.2,3
O=C(CSc1nnc(CNC(=O)c2ccccc2F)o1)Nc1ccc2c(c1)OCCO2,-2,1,7,0,10,1,2,2,-1.5,-4
Cc1ccc(N(CC(=O)NCCc2ccccc2)C(=O)CCC(=O)Nc2cc(C)ccn2)cc1,7,-14,-13,-3,3,-19,5,-7,-4.2,-11
Cc1nc(SCC(=O)N(C)Cc2ccco2)c2c(C)c(C)sc2n1,-17,.,6,-2,.,-16,3,17,-0.5,11
Cc1ccc(CCNC(=O)C2CCC(=O)N2Cc2cccnc2)cc1 (stereo unspecified),13,22,-12,5,1,-7,-1,-13,-0.9,3
Cc1nc2cc(N3CCOCC3)c(NC(=O)C3CC3)cc2c(=O)n1Cc1ccccc1,4,0,-6,1,11,-3,-1,-4,-1.6,4
COc1ccc(NCc2nnc(SCC(=O)c3ccc(OC)cc3)o2)cc1,2,4,-4,.,-1,-7,1,-2,-0.5,-5
COC(=O)/C=C/C(=O)Nc1ccc(O)c(Cl)c1,2,13,1,-3,-11,1,1,-2,0.2,-5
CC(C)CN(C(=O)c1ccc(Br)o1)C1CCS(=O)(=O)C1 (stereo unspecified),15,-2,-5,-19,9,-7,-2,-15,-1.9,7
CC(C)[C@H](NC(=O)N1c2ccccc2NC(=O)[C@@H]1C(C)C)C(=O)N[C@H](Cc1ccccc1)C(=O)O,14,-4,-10,-2,6,-7,.,-14,0.3,-13
O=C(COC(=O)c1ccc(O)cc1O)NC1CCS(=O)(=O)C1 (stereo unspecified),.,-40,-2,-2,-5,-3,-2,.,-0.9,-17
Cc1ccc(C(=O)NC(=S)Nc2cccc3nsnc23)cc1,-4,16,-6,-2,9,1,7,4,-1.8,-14
CCN1CCCC(OC(=O)c2cc(-c3ccccc3Cl)nc3ccccc23)C1 (stereo unspecified),-32,-4,1,-7,6,-1,6,32,-3.9,-16
O=C(Nc1ccc(Cl)cn1)c1ccc2nccnc2c1,-10,-6,-6,-5,126*,2,1,10,-2.1,-13
O=C(Cn1ccc(=O)[nH]c1=O)Nc1ccc(C(=O)O)c(O)c1,-2,-21,-4,-2,6,-9,2,2,-0.5,-15
C=CCOC(=O)/C(=C\c1ccccc1)NC(=O)c1ccc(C)cc1,20,3,.,-4,55,-5,-1,-20,-2.0,1
COc1ccc(-n2cnc3cc(C(=O)NC4CCCC4)ccc32)cc1,-21,38,22,7,1,-16,-27,21,-0.5,-1
Cc1cc(NC(=O)c2ccc3c(c2)C(=O)N(Cc2ccccc2)C3=O)no1,-5,21,.,-2,-1,?,-1,5,-0.3,-12
O=c1[nH]c(SCC2CCCCO2)nc2ccccc12 (stereo unspecified),4,11,-14,-4,15,-7,2,-4,-0.9,-6
CCOc1ccc(NC2=NC(C)(C)N=C(N)N2)cc1,25,10,8,0,6,-7,-2,-25,-0.5,-11
Cc1cc(=O)oc2c(C)c(OC(C)C(=O)Nc3ccc(N4CCC(C)CC4)cc3)ccc12 (stereo unspecified),-47,-13,2,1,-2,9,-2,47,-0.7,-18
Cc1ccc(NC(=O)/C(=C/c2ccncc2)NC(=O)c2ccccc2)cc1,8,-14,-2,-3,8,0,-3,-8,-4.4,-5
CC1CCCN(C(=O)CSc2cnc3ccccc3n2)C1 (stereo unspecified),-1,19,5,.,55,-10,-4,1,-1.6,-7
Cc1ccc(N2C(=O)CC(C)CC2=O)cc1,17,-4,-1,0,-7,-1,-3,-17,-0.9,-9

# Other entries follow.
SMILES,SR-BI DiI-HDL act,PfHsp90 yeast 2,Rtt109 HAT inh,CAL PDZ FP-1,MITF act,dFosB activator,NSD2 inh,SR-BI HDL uptake,CAL PDZ FP-2,PvdQ inh
c1cn2cc(CSC3CCCCC3)nc2s1,13,1,1,-2,73,-1,2,-13,0.0,-9
CN(C)c1ccc(/C=C/c2nc3ccccc3c(=O)n2-c2ccc(C(=O)O)cc2)cc1,14,-20,-14,-2,-8,3,-14,-14,-0.1,-4
CCCn1c(SCC(=O)NC)nc2sc3c(c2c1=O)CCC3,6,14,-7,-13,-4,-3,-4,-6,-1.0,-19
COc1ccc(NC(=O)Cn2nnc(C(=O)Nc3ccc(F)c(Cl)c3)c2N)cc1OC,-6,11,29,-4,-5,23*,11,6,-3.4,10
CCOC(=O)c1cc(-c2ccc(Cl)s2)[nH]n1,21,1,-5,-14,11,-6,-2,-21,-1.0,0
COc1ccc(C(C(=O)Nc2ccc(F)cc2)N(C(=O)Cn2nnc3ccccc32)C2CC2)cc1 (stereo unspecified),0,-9,21,-2,0,-9,-6,0,-2.7,8
CCN1CCC2(CCN(C(=O)c3cc(COc4cc(C)ccc4C)on3)C2)C1 (stereo unspecified),-36,14,6,.,-4,9,6,36,-0.9,-4
CCN1C(=O)C2CCCCN2c2ccc(C(=O)NCCOC)cc21 (stereo unspecified),-6,-5,-3,2,.,2,-4,6,-1.2,-9
O=C(NCc1cccc(F)c1)C1CCC(=O)N(CCCN2CCOCC2)C1 (stereo unspecified),24,-8,-4,1,4,-4,-1,-24,5.5,-13
COc1cc(S(=O)(=O)Nc2cccnc2)ccc1Cl,12,17,-2,-4,.,-5,-1,-12,0.0,-12
COc1ccc(N2CCN(C(=O)CN3C(=O)c4ccccc4S3(=O)=O)CC2)cc1,-16,-8,-2,0,5,6,-3,16,0.4,-16
CCN(CC)S(=O)(=O)c1ccc(N2CCOCC2)c(NC(=O)c2cccc3ccccc23)c1,-7,-24,14,2,-13,0,13,7,-0.1,19
O=S(=O)(Nc1ccc2nc(N3CCOCC3)sc2c1)c1ccc(Cl)cc1,-4,.,10,-4,18,-8,0,4,0.6,-9
Cc1ccc(C)c(N=C2CCCN2Cc2ccccc2)c1C#N,-12,5,17,-3,3,-1,.,12,-2.6,3
COc1ccc2c(c1)c1nnc(SC)nc1n2C,-12,.,-9,-6,.,-12,-4,12,-0.2,-9
Cc1ccccc1-c1nc(-c2ccc(NC(=O)c3cccs3)cc2)no1,-55,12,-9,-1,32,-1,-2,55,-1.9,6
COc1ccccc1/C=C/C=C(\C#N)C(=O)NC(C)c1ccccc1 (stereo unspecified),.,-24,17,1,10,-7,0,.,-0.5,7
Cc1cc(C)c(C#N)c(N)n1,4,-8,-5,.,-2,-10,-8,-4,-0.1,0
CC1CCC2(CC1)NC(=O)N(CC(=O)N1CCN(S(=O)(=O)c3ccc4c(c3)CCC4)CC1)C2=O (stereo unspecified),7,.,10,-2,-5,6,-2,-7,0.2,6
c1nc(NC2CCCC2)c2[nH]cnc2n1,18,-13,-15,.,12,-1,.,-18,0.1,-14
COc1cccc(/C=N/NC(=O)c2ccc(CN3c4cccc5cccc(c45)S3(=O)=O)cc2)c1,-44,6,-3,0,-2,6,-2,44,-0.8,0
O=C(Nc1ccccc1)c1nnsc1S(=O)c1ccc(Cl)cc1 (stereo unspecified),-33,106*,4,-4,-29,-6,1,33,.,-17
CC1CCCC(C)N1CCCNC(=O)CCn1c(=O)c2cccn2c2cccnc21 (stereo unspecified),-8,18,0,-6,7,-8,-1,8,0.5,-10
O=C(CN1C(=O)C2CCCCC2C1=O)OCC(=O)c1ccc(F)cc1 (stereo unspecified),2,.,3,-6,-1,4,-3,-2,-0.7,3
COc1cc(CC(=O)N2CCN(S(=O)(=O)c3ccc(C)cc3)CC2)cc(OC)c1OC,14,2,-1,.,6,-10,3,-14,0.7,-11

# More compounds:
SMILES,SR-BI DiI-HDL act,PfHsp90 yeast 2,Rtt109 HAT inh,CAL PDZ FP-1,MITF act,dFosB activator,NSD2 inh,SR-BI HDL uptake,CAL PDZ FP-2,PvdQ inh
O=C(CN1C(=O)CCSc2ccccc21)Nc1cccc(F)c1,-10,-7,2,.,-6,4,1,10,-2.0,-18
COc1ccc(C(=O)Nc2ccc(C(=O)NCCc3ccc(OC)c(OC)c3)cc2)cc1,-79,-7,-5,7,-4,41*,-5,79*,-1.2,6
Cn1c(=O)c2sccc2n2c(CCCC(=O)Nc3ccccc3)nnc12,20,-5,2,.,4,-1,-2,-20,-2.6,-17
COc1ccc(CN(C)C(=O)CCN=C2NS(=O)(=O)c3ccccc32)c(OC)c1,.,-13,2,2,-2,-6,0,-3,-2.5,-9
Cc1ccc([N+](=O)[O-])cc1NC(=O)CNC1CCCCC1,50,9,4,6,.,-2,1,-50,1.6,-19
CC(C)NC(=O)CC(=O)N/N=C/c1ccccc1F,13,-61,-14,-2,5,-2,3,-13,-0.1,-10
CCCCCN(C(=O)CCC(=O)OCc1ccc(C(C)C)cc1)c1c(N)n(CCCC)c(=O)[nH]c1=O,-14,2,.,12,-1,6,1,14,-0.3,-1
CC1CCCCC1NC(=O)c1cc2ccccc2o1 (stereo unspecified),-4,11,-7,-3,-1,0,0,4,-3.0,8
CCOC(=O)c1cnn2c(C(F)(F)F)cc(-c3cn(C)nc3C)nc12,.,21,-7,1,0,-21,-1,.,-2.0,-11
Cc1cccc(N2CCN(C(=O)COc3ccc4c(c3)CCC4)CC2)c1C,-5,-10,-10,2,-9,-3,-1,5,-1.6,-6
Cc1ccc2nc(NC(=O)CN3CCN(c4ccccn4)CC3)sc2c1,-9,9,-2,-21,-6,-2,-9,9,-1.4,-7
O=C1N/C(=C/c2cccs2)C(=O)N1Cc1ccc(Br)cc1,3,.,-9,1,-1,0,-4,-3,-0.3,-12
CC1CCCC(NC(=O)c2ccc3c(c2)OCO3)C1C (stereo unspecified),-21,10,-13,1,72,-4,-1,21,-0.5,-6
O=C(NCc1ccccc1Cl)c1cccc(C(F)(F)F)c1,5,16,8,-5,7,-6,-3,-5,-0.5,6

# Screening results from PubChem BioAssay.
